West Nile antiviral: inhibition of WNV-induced cytopathic effect – cell-based, CPE readout (AID 1621); West Nile virus-infected cells, CPE inhibition; higher % means a stronger effect; CPE inhibition, % at 10 µM; hits with a dose series show IC50 in µM; 290,000 tested, 0.02% active; in the data active means a potency from the dose series; further: strong numbers were not always called active
GPR55 LPI antagonism: GPR55 antagonists blocking LPI-driven arrestin recruitment, primary screen, imaging, U2OS, beta-arrestin-GFP, LPI agonist (AID 2013); U2OS GPR55 beta-arrestin-GFP translocation imaging, LPI antagonism; higher % means a stronger effect; inhibition, % at 10 µM, or IC50 in µM where a hit was titrated; 290,000 tested, 0.13% active;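 active means spots per cell inhibited over 60%, with over 100 cells counted and total cytoplasm intensity under 500,000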;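 further: U2OS cells stably carrying GPR55 and arrestin-GFP stimulated by 5 µM LPI near EC80; imaged beta-arrestin-GFP aggregate spots per cell after agonist stimulation; plate controls were LPI-stimulated DMSO wells for no effect and DMSO wells without LPI for full effect; some results filed as inactive read as strong as hits; confirmed hits need IC50 under 10 µM and bright autofluorescent wells are also inconclusive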
HIV fusion peptide: cell-free HIV fusion peptide-binding blockers – biochemical, uHTS, fluorescence dequenching, primary screen (AID 1986) | cell-free peptide binding, fluorescence dequenching, 30 min; higher % means a stronger effect | inhibition, % at 20 µM; hits with a dose series show IC50 in µM | 290,000 tested, 0.3% active; in the data active means inhibition mostly above about 52%, no sharp cut-off; inactive means mostly below about 76%; further: some results filed as inactive read as strong as hits
KOR beta-arrestin-1: KOR antagonists, beta-arrestin recruitment, cell-based, luminescence, uHTS (AID 1778) | inhibition, % at 10 µM, or IC50 in µM where a hit was titrated | KOR beta-arrestin recruitment, luminescence, antagonist mode; higher % means a stronger effect | 290,000 tested, 0.091% active; in the data active means inhibition above about 50%; further: strong numbers were not always called active
NOD1 NF-kB reporter: NOD1 signaling inhibitors, primary screen, cell-based, luminescence, uHTS (AID 1578) | NOD1-driven NF-kB luciferase reporter cells, luminescence; higher % means a stronger effect | one-dose inhibition, % at 4 µM; EC50 in µM for titrated hits | 290,000 tested, 1% active; in the data active means inhibition mostly above about 36%, no sharp cut-off; inactive means mostly below about 34%;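 further: HEK-293T reporter cells stimulated with the NOD1 agonist gamma-tri-DAP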
GPR55 beta-arrestin: GPR55 agonists via beta-arrestin recruitment, primary screen, imaging, U2OS cells, beta-arrestin-GFP redistribution (AID 1961); U2OS GPR55 beta-arrestin-GFP redistribution imaging; higher % means a stronger effect; activation, % at 10 µM; hits with a dose series show EC50 in µM; 290,000 tested, 0.048% active;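 active means activation above 40% with more than 50 cells counted in the well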;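 further: U2OS osteosarcoma cells stably expressing GPR55 and beta-arrestin-GFP; plate controls were DMSO negative control for no effect and LPI positive control for full effect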
GPR35 arrestin U2OS: inhibition of zaprinast-stimulated GPR35 beta-arrestin translocation – imaging, U2OS, beta-arrestin-GFP, zaprinast agonist, primary screen (AID 2058); U2OS GPR35 beta-arrestin-GFP translocation imaging, zaprinast antagonism; higher % means a stronger effect; one-dose inhibition, % at 10 µM; IC50 in µM for titrated hits; 290,000 tested, 0.052% active;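 active means inhibition of at least 50% with at least 30 cells and total cytoplasm GFP at most 10,000,000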
KOR beta-arrestin-2: kappa opioid receptor activators – cell-based, luminescence, uHTS, primary screen (AID 1777); KOR beta-arrestin recruitment, luminescence; higher % means a stronger effect; one-dose activation, % at 10 µM; EC50 in µM for titrated hits; 280,000 tested, 0.02% active; in the data active means activation above about 50%, passing the limit was not always enough; further: a part of the inactive calls stands beside numbers as strong as those of hits
NS5 inhibitors: flavivirus cap methylation enzyme inhibition – biochemical, confirmation dose response, primary screen (AID 588689); inhibition, % at 25 µM; hits with a dose series show IC50 in µM; Dengue-2 NS5 methyltransferase capping enzyme assay, biochemical; higher % means a stronger effect; 340,000 tested, 0.3% active; in the data active means a potency from the dose series
NS5 inhibitors pilot replicate: further read-out of NS5 inhibitors, marked with its call; inhibition, %; measured here: pilot screen replicate inhibition
Numbers without * were called inactive; · = no result given; [ ] = another dose, or the depositor's remark. Some of the compounds tested. The share of hits here may be higher or lower than overall.

SMILES	West Nile antiviral	GPR55 LPI antagonism	HIV fusion peptide	KOR beta-arrestin-1	NOD1 NF-kB reporter	GPR55 beta-arrestin	GPR35 arrestin U2OS	KOR beta-arrestin-2	NS5 inhibitors	others
O=C(Nc1ccc(Cc2ccncc2)cc1)c1cc([N+](=O)[O-])ccc1N1CCOCC1	-0.9%	-14%	-2.3%	2%	-22%	-0.2%	-17%	-6.3%	-4%
Cc1cc(NC(=O)CSc2nnc(Nc3ccccc3F)s2)no1	-0.1%	-33%	2.3%	-14%	-48%	-0.2%	-6%	2.5%	-13%
Cc1ccc(C(=O)/C=C/c2ccc3c(c2)OCCO3)c(O)c1	0.0%	5%	-0.3%	3%	-13%	0.6%	-11%	-1.9%	-8%
O=C(O)c1nccnc1C(=O)Nc1ccc(S(=O)(=O)N2CCOCC2)cc1	0.2%	2%	-1.7%	36%	6%	0.0%	4%	2.5%	11%
O=C(CCC(=O)Nc1ccc(Cl)cc1Cl)NNC(=O)[C@@H]1CCCC[C@@H]1C(=O)O	-0.4%	-5%	1.1%	3%	-33%	0.1%	-10%	2.8%	-7%
O=C(O)C1=C[C@@H](c2ccc(Br)cc2)C[C@@H](OCc2ccc(CO)cc2)O1	-0.8%	2%	3.4%	-21%	-23%	0.8%	6%	0.1%	2%
Nc1c(C(=O)N/N=C/c2ccc(OCc3ccccc3)cc2)cnn1-c1ccccc1	0.4%	2%	1.3%	-59%	-3%	-0.1%	6%	34%	3%
COc1ccc(C2(CNC(=O)c3ccco3)CCOCC2)cc1	0.1%	14%	1.9%	11%	9%	0.1%	2%	3.9%	-15%
COc1ccccc1N=Nc1[nH]c2ccc(C)cc2c1O	-0.4%	11%	-0.7%	-6%	-24%	0.3%	-6%	7.1%	1%
CCOc1ccc(-n2c(SCC(=O)N3CCC(C(=O)O)CC3)nc3ccccc3c2=O)cc1	0.2%	11%	-1.5%	11%	-31%	-0.2%	3%	1.0%	-8%
Cc1ccc([N+](=O)[O-])cc1NC(=O)CSc1nnc(C)n1CC1CCCO1 (centres undefined)	-0.3%	7%	1.3%	32%	-31%	0.5%	-6%	-1.4%	0%
N=c1n(CCCOc2ccccc2Cl)c2ccccc2n1CC(N)=O	0.1%	-7%	-0.9%	·	-14%	0.2%	-4%	·	5%
Cc1ccc(N2C(=O)c3cccc(Oc4ccc(Cl)cc4)c3C2=O)c(C)c1	0.7%	13%	-2.3%	6%	19%	-0.3%	-14%	-5.0%	-19%
COc1ccc(N2CCN(C(=O)c3cc4c(s3)-c3ccccc3OC4)CC2)cc1	-0.3%	-7%	-1.2%	-183%[20 µM]	2%	0.7%	-8%	·	-3%
COC(=O)c1cc(NS(=O)(=O)c2ccc(Cl)c(N3C(=O)c4ccc(C(=O)O)cc4C3=O)c2)cc(C(=O)OC)c1	0.1%	3%	34%	-31%	0%	0.0%	-9%	3.4%	10%
COc1ccc(C2Nc3ccc(Br)cc3C(c3ccccc3)N2CC(=O)O)cc1 (centres undefined)	-0.2%	3%	11%	26%	-25%	-1.0%	-6%	1.5%	3%
N=c1c(C(=O)NCC2CCCO2)cc2c(=O)n3ccccc3nc2n1Cc1ccccc1 (centres undefined)	-0.5%	14%	2.2%	2%	-4%	0.2%	-9%	1.1%	-7%
CCCCCCOc1ccc(C(CC(N)=O)C(=O)O)cc1 (centres undefined)	0.5%	3%	2.5%	-29%	-8%	-0.1%	-3%	-6.6%	4%
O=C1/C(=C/c2cccc(O)c2)SC(=S)N1CC1CCCO1 (centres undefined)	0.2%	-9%	-1.5%	-1%	-3%	0.2%	1%	5.5%	1%
COc1ccc(/C=N/NC(=O)c2cccc(C(=O)N/N=C/c3ccc(OC)c(OC)c3)n2)cc1OC	0.0%	12%	1.0%	19%	-5%	-0.1%	-4%	-0.8%	-2%
CCOC(=O)c1ccc2c(c1)N(CC(=O)N1CCCC1)C(=O)C(C)(C)O2	-0.8%	2%	2.4%	8%	-12%	-0.2%	-2%	3.8%	2%	NS5 inhibitors pilot replicate=-0.8
Cc1nc(CN2CCC(c3ccccc3)CC2)cc(=O)[nH]1	1.8%	-2%	0.5%	-5%[20 µM]	-5%	-0.1%	-3%	-2.3%	·
CCc1cc(=O)oc2cc(C)cc(OCC(=O)N3CCC[C@@H]3C(=O)O)c12	0.1%	-3%	-0.7%	-56%[20 µM]	-24%	-0.1%	0%	6.0%	3%
O=C(Cc1ccccc1)Nc1nnc(-c2ccco2)o1	0.3%	4%	0.3%	14%	-37%	-0.1%	-9%	-1.4%	-7%

In the list so far, two have bromine.
SMILES	West Nile antiviral	GPR55 LPI antagonism	HIV fusion peptide	KOR beta-arrestin-1	NOD1 NF-kB reporter	GPR55 beta-arrestin	GPR35 arrestin U2OS	KOR beta-arrestin-2	NS5 inhibitors	others
O=C(O)C1=C[C@@H](c2ccc(Br)cc2)C[C@@H](OCc2ccc(CO)cc2)O1	-0.8%	2%	3.4%	-21%	-23%	0.8%	6%	0.1%	2%
COc1ccc(C2Nc3ccc(Br)cc3C(c3ccccc3)N2CC(=O)O)cc1 (centres undefined)	-0.2%	3%	11%	26%	-25%	-1.0%	-6%	1.5%	3%

The results go on.
SMILES	West Nile antiviral	GPR55 LPI antagonism	HIV fusion peptide	KOR beta-arrestin-1	NOD1 NF-kB reporter	GPR55 beta-arrestin	GPR35 arrestin U2OS	KOR beta-arrestin-2	NS5 inhibitors	others
Cc1ccc(-c2cc(-c3ccccc3Cl)c(C#N)c(N)n2)o1	-0.1%	0%	15%	29%	-9%	-0.1%	-19%	-1.7%	7%
Nc1nc(SCC(=O)N2CCCc3ccccc32)[nH]c(=O)c1-c1ccccc1	-0.1%	1%	3.5%	12%	-6%	-0.1%	16%	-3.7%	-1%
C#CCOCCOCCOCCNc1nc(N2CCN(C(=O)[C@H](Cc3cc4ccccc4[nH]3)n3cc([C@@H](N)Cc4ccc(O)cc4)nn3)CC2)nc(N2CCN(C(=O)[C@H](Cc3cc4ccccc4[nH]3)n3cc([C@@H](N)CC(C)C)nn3)CC2)n1	·	13%	-2.0%	51%*	-11%	-0.1%	12%	6.4%	-3%
O=S(=O)(c1ccc(Cl)c(Cl)c1)N1CCc2nc3ccccc3n2CC1	·	7%	3.5%	·	-28%	0.2%	10%	·	0%	NS5 inhibitors pilot replicate=-2.3
FC(F)(F)c1cccc(NC(=S)NCCN2CCOCC2)c1	-0.8%	4%	-1.0%	1%	-10%	0.3%	1%	-1.4%	-5%
O=C(CNC(=O)c1ccccc1Cl)OCC(=O)N1CCc2ccccc21	-0.5%	5%	-1.2%	20%	-23%	-0.1%	17%	-0.4%	-3%
Cn1cnnc1SCC(=O)Nc1ccc(Br)cc1F	-0.2%	7%	0.7%	-10%	-20%	-0.1%	-7%	4.5%	-4%
COc1cc(/C=C(\C#N)C(=O)N2CCCCC2)ccc1O	0.4%	10%	-0.2%	11%[20 µM]	-12%	0.8%	1%	-6.0%	-12%	NS5 inhibitors pilot replicate=-7.0
CC(C)C(=O)Nc1cccc(NC(=O)c2ccc([N+](=O)[O-])cc2Cl)c1	-0.6%	9%	-2.2%	-2%	20%	-0.3%	0%	-1.8%	6%
Cc1nn(Cc2ccc(F)cc2)c2sc(C(=O)Nc3ccc(N4CCOCC4)cc3N3CCOCC3)cc12	-0.3%	2%	-1.5%	-24%	-10%	-0.3%	4%	2.7%	-5%
CCOC(=O)C1=C(C)N(C)C(=O)NC1c1cc2c(cc1Br)OCO2 (centres undefined)	-0.2%	-9%	0.3%	-17%	2%	-0.3%	10%	-2.3%	-4%
Cc1ccccc1C(=O)NC(CC(C)C)C(=O)Nc1ccc(S(N)(=O)=O)cc1 (centres undefined)	-0.1%	-10%	1.1%	-22%	-37%	0.1%	10%	-1.9%	-3%
Cc1ccc(Cl)cc1NC(=S)Nn1cnnc1	0.1%	17%	0.5%	-13%	-20%	-0.2%	5%	0.1%	-5%
COc1ccc(C(=O)C2CCCN(S(=O)(=O)c3ccccc3F)C2)c(C)c1 (centres undefined)	-0.7%	17%	-0.2%	20%	-26%	0.8%	6%	-0.8%	-1%
CC1(C)C2CC=C(/C=N/n3cnnc3)C1C2 (centres undefined)	-0.1%	23%	-0.6%	2%	·	-0.3%	7%	2.6%	-1%
CCOc1ccc(C(=O)CCC(=O)O)cc1	13%	-12%	-0.4%	-11%	15%	0.8%	8%	2.8%	-2%
S=c1[nH]nc(Cn2c(-c3ccccn3)nc3ccccc32)n1-c1ccc2c(c1)OCCO2	-0.1%	-12%	-1.0%	-24%	-7%	-0.3%	1%	-0.5%	2%
COC(=O)C1=CNC=C(C(=O)OC)C1c1ccc(Cl)cc1	0.1%	40%	0.3%	12%	-13%	-0.1%	-4%	-3.9%	-7%
Cc1ccc(-c2nnc(-n3nnc4ccccc43)c3ccccc23)cc1	-0.3%	-7%	3.0%	-36%	11%	-0.3%	12%	4.5%	0%
COC(=O)c1cc(NC(=O)C2(S(=O)(=O)c3ccc(C)cc3)CC2)cc(C(=O)OC)c1	-1.0%	8%	-1.3%	6%	-13%	0.4%	-1%	-0.3%	4%
CC12CS(=O)(=O)CC1SC(=S)N2Cc1ccccc1 (centres undefined)	0.2%	1%	-0.4%	5%	-18%	1.7%	-6%	-5.6%	6%
COCCCN(C(=O)c1ccco1)c1nc(-c2ccc(OC)cc2)cs1	-0.7%	5%	2.9%	-21%	-30%	-0.2%	3%	-3.1%	0%
O=C(C1CC1c1ccccc1)N1CCN(c2cccc(Cl)c2)CC1 (centres undefined)	-0.1%	6%	-0.6%	-3%	22%	-0.1%	0%	-2.9%	10%
CC1=NN(c2ccccc2)C(=O)C1N=Nc1ccc(S(N)(=O)=O)cc1 (centres undefined)	-0.4%	2%	-0.9%	26%	7%	0.5%	7%	0.4%	-4%
CCOc1ccc2[nH]c(=O)c(C(c3nnnn3CC3CCCO3)N3CCc4ccccc4C3)cc2c1 (centres undefined)	-0.7%	6%	12%	-4%	-52%	-0.2%	6%	16%	2%
Cn1cnc([N+](=O)[O-])c1Oc1ccc2ccccc2c1	-0.8%	-15%	-2.0%	15%	-19%	0.4%	-13%	4.1%	1%
O=C(COc1ccc(Cl)cc1)Nc1ncccn1	0.1%	-2%	-0.8%	34%	-36%	-0.3%	4%	0.8%	-2%
Cc1ccc(NC(=O)CSc2nnc(C)c(=O)n2N)cc1	0.4%	3%	-1.2%	-15%	2%	0.0%	6%	-0.5%	-6%
CC(C)c1ccc(NC(=O)CSc2n[nH]c(=O)n2-c2ccc3c(c2)OCCO3)cc1	-1.1%	0%	-1.3%	-7%	23%	-0.2%	-13%	1.3%	·
CCCc1cc(C(=O)Nc2ccc(C)cc2)no1	0.1%	2%	-1.3%	34%	-58%	-0.2%	9%	-5.3%	-1%
CCOc1cc(CNCc2ccncc2)cc(Cl)c1OC	-0.1%	-2%	2.0%	3%	-5%	-0.3%	18%	3.9%	4%
O=C(Nc1cccc(-n2cnnn2)c1)c1cc(Cl)nc(Cl)c1	-0.7%	3%	0.1%	-25%	-2%	0.3%	4%	9.4%	8%
